# Screening data (PubChem BioAssay)
# sdo1 growth: restores growth of sdo1-depleted yeast; AID 817; z-score at 10 µM; actives 0.21% (n = 140,000); S. cerevisiae sdo1-depleted JHY4D growth rescue, OD600 30 h; stronger effect = higher value; pdr5 snq2 efflux-pump mutant strain;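 active = z-score above 3 at both the 24 hr and the 30 hr optical density reads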;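 note: z-score against mean and SD of all compound wells on the same plate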
# Insulin prom inh: TRM-6 insulin promoter activity inhibition; TRM-6 cells (human fetal islet line), insulin promoter-eGFP reporter, imaging; reporter expression induced with tamoxifen; inhibition, % at 2 µM; actives 0.9% (n = 130,000);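 active = inhibition above the mean plus 3 SD, with well images judged a real hit on visual review, cut at about 60% in these data, passing the limit was not always enough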
# sdo1 growth Rescue 24 h: recorded beside sdo1 growth, whose call it bears; z-score; S. cerevisiae sdo1-depleted JHY4D growth rescue, OD600; measured here: growth rescue at 24 h;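 0 is the plate mean of compound wells and units are plate SD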
# An asterisk follows results filed as active; i = inactive; x = no result given.
SMILES,sdo1 growth,sdo1 growth Rescue 24 h,Insulin prom inh
COCCN1C(=O)C(CC(=O)Nc2ccccc2)SC1=Nc1ccc(OC)cc1 (configuration not stated),-1.4,-1.2,-23
Cc1cc2c(cc1C)CSC(c1ccccc1OC(=O)C(C)C)SC2,0.11,1.4,x
CCCCN(CC(=O)NCc1ccc(Cl)cc1)S(=O)(=O)c1ccc2c(c1)OCCO2,-1.3,-0.69,-8
COC(=O)c1[nH]c2ccc(Cl)cc2c1NC(=O)CN1CCC(C(N)=O)CC1,0.59,2,28
Cc1ccc(C2CC(c3ccccc3)=NN2c2ccccc2)o1 (configuration not stated),-0.52,-0.41,x
O=C(c1ccccc1)c1coc2ccc(O)c(CN3CCOCC3)c12,0.54,0.46,-8
O=C(Nc1ccc2oc(-c3ccccc3)nc2c1)c1cccs1,-2.7,-1.5,7
CCCS(=O)(=O)N1CCN(Cc2ccccc2C(F)(F)F)CC1,0.87,0.86,x
CCOC(=O)N1CCN(S(=O)(=O)Cc2ccccc2)CC1,1.2,0.36,-18
CCOc1cc(/C=N/NC(=O)CN2CCOCC2)ccc1OCc1ccc(Cl)cc1,0.15,0.45,-46
O=C(NC1(C(F)(F)F)NC(=O)N(Cc2ccccc2)C1=O)c1cccnc1 (configuration not stated),2,1.9,21
COc1cc([N+](=O)[O-])ccc1N1C(=O)C2C3C=CC(C4CC34)C2C1=O (configuration not stated),x,x,-6
Cc1cccc(NC(=O)c2cnc3n(c2=O)CCS3)c1,0.02,-0.56,43
CCc1ccccc1NC(=O)c1cc(=O)c2ccccc2o1,x,x,42
Cn1c(=O)c2c(nc(NCCCO)n2C/C=C/c2ccccc2)n(C)c1=O,0.85,-0.69,19

# Entries shown so far containing a Cl atom:
SMILES,sdo1 growth,sdo1 growth Rescue 24 h,Insulin prom inh
CCCCN(CC(=O)NCc1ccc(Cl)cc1)S(=O)(=O)c1ccc2c(c1)OCCO2,-1.3,-0.69,-8
COC(=O)c1[nH]c2ccc(Cl)cc2c1NC(=O)CN1CCC(C(N)=O)CC1,0.59,2,28
CCOc1cc(/C=N/NC(=O)CN2CCOCC2)ccc1OCc1ccc(Cl)cc1,0.15,0.45,-46

# The list goes on:
SMILES,sdo1 growth,sdo1 growth Rescue 24 h,Insulin prom inh
CCN(CC)C(=O)C(=O)c1cccn1-c1c(Cl)cccc1C#N,x,x,-7
COC(=O)c1sccc1-n1cccc1C(=O)C(=O)N1CCCC1,2,2.1,30
CC(C)Sc1nc2ccccc2[nH]1,x,x,78*
O=C(/C=C/Nc1cccc(F)c1)c1ccco1,-0.04,-0.73,30
COC(=O)c1ccc(Oc2nc(Nc3ccccc3)nc(N(C)C)n2)cc1,-0.72,-0.02,i
Cc1nnc2n(c1=O)C(CS(=O)(=O)c1ccccc1)CS2 (configuration not stated),0.14,-0.34,x
O=C1N=C(N2CCOCC2)S/C1=C\c1ccc(OS(=O)(=O)c2ccccc2)cc1,x,x,17
COC(=O)/C(=N/Nc1ccc(C)cc1)N1CCCc2ccccc21,-0.7,-0.63,x
CC(C)(C)c1ccc(C(=O)N2CCC(C(=O)NCc3ccco3)CC2)cc1,0.37,-0.04,-344
NC(=O)c1ccc(NC(=O)CN2CCN(c3ccc(Cl)cc3)CC2)cc1,x,x,-45
COc1cccc(CC(NC(C)=O)C(=O)NC2CCN(c3nc(C)cc(C)c3C#N)CC2)c1 (configuration not stated),-0.45,-1.2,27
CC(C)NC(=O)c1ccc(-c2cc(C(F)(F)F)ccc2Cl)o1,-0.13,-0.51,-31
COC(=O)c1ccsc1NC(=O)CN1CCN(c2ccc(F)cc2)CC1,-1.4,-0.72,49
COC(=O)c1ccccc1N(C)C(=O)C12CCC(C)(C(=O)O1)C2(C)C (configuration not stated),0.35,0.38,-40
CC1CCN(C(=S)NC2CCCCC2)CC1,-0.03,-0.81,x
CCn1c(CNc2ccc(Cl)cc2)nnc1SCc1ccc(Cl)cc1,-2.4,-2.1,-444
CC1(C)CC(=O)C=C(NC2CCS(=O)(=O)C2)C1 (configuration not stated),x,x,i
CCOC(=O)c1c(C)[nH]c(C(=O)COC(=O)COc2ccccc2C=O)c1C,-0.22,-1.4,20
Clc1ccc(CSc2nnc([C@@H]3CCCN3)o2)cc1Cl,0.74,0.08,-50
Cn1ccc2c([N+](=O)[O-])cccc2c1=O,x,x,-21
Cc1cc(C)nc(NS(=O)(=O)c2ccc(NC(=S)NC(=O)C3CCCC3)cc2)n1,0.08,-0.35,-8
CCOC(=O)CNC(=O)CSc1nnc(C)c(=O)[nH]1,0.28,-0.06,-27
Cc1ccc(CC(=O)Nc2ccc(F)c([N+](=O)[O-])c2)cc1,-1.2,-0.61,4
Cc1ccc(Nc2nc(Oc3ccc(OCc4ccccc4)nn3)nc(N3CCOCC3)n2)cc1,0.89,1.2,-105
COc1ccc(OC)c(-n2c(SCC(C)=O)nnc2-c2cccc(S(=O)(=O)N(C)C)c2)c1,0.78,-0.03,x
N#Cc1c(C(F)(F)F)cc(-c2ccccc2)[nH]c1=O,0.96,0.64,31
COc1cccc(-n2nnnc2SCC(=O)NCc2ccc3c(c2)OCO3)c1,-0.3,-0.7,x
COc1cccc(-c2nc(-c3ccc(NC(=O)c4cccnc4)cc3)no2)c1,-0.13,0.48,23
CC(=O)c1nn(-c2cccc(Br)c2)cc1C(=O)c1ccc2ccccc2c1,0.93,2.4,25
C=CCn1c(=O)c2ccccc2n2c(SCC(=O)Nc3cc(C)on3)nnc12,0.35,-0.32,-14

# Reformatted with each value named: 4 of the compounds above.
CC1(C)CC(=O)C=C(NC2CCS(=O)(=O)C2)C1 (configuration not stated)
  sdo1 growth: x
  sdo1 growth Rescue 24 h: x
  Insulin prom inh: i
CCOC(=O)c1c(C)[nH]c(C(=O)COC(=O)COc2ccccc2C=O)c1C
  sdo1 growth: -0.22
  sdo1 growth Rescue 24 h: -1.4
  Insulin prom inh: 20
Clc1ccc(CSc2nnc([C@@H]3CCCN3)o2)cc1Cl
  sdo1 growth: 0.74
  sdo1 growth Rescue 24 h: 0.08
  Insulin prom inh: -50
Cn1ccc2c([N+](=O)[O-])cccc2c1=O
  sdo1 growth: x
  sdo1 growth Rescue 24 h: x
  Insulin prom inh: -21

# Continuation:
SMILES,sdo1 growth,sdo1 growth Rescue 24 h,Insulin prom inh
O=C(c1ccccc1)c1cc([N+](=O)[O-])ccc1N1CCOCC1,0.25,0.24,x
C=CCNS(=O)(=O)c1nc(C)c(Cl)c(C)c1C#N,0.41,-0.71,x
O=C(Cc1ccccc1)Nc1ccc(N2CCOCC2)cc1N1CCOCC1,-0.06,-0.82,6
COc1ccc(/C=N/Nc2ncc(-c3ccccc3)cn2)c(OC)c1,-0.55,-1.1,73
Cc1ccccc1-c1nnc2c3ccccc3c(C)nn12,-0.49,-0.57,-56
Cc1ccc(Oc2ncc(-c3ccc(Cl)cc3)cn2)cc1,0.49,0.69,3
COC(=O)c1cc(-c2ccccc2)sc1NC(=O)CN1C(=O)c2ccccc2C1=O,0.2,0.14,10
O=C(CCCn1c(=S)[nH]c2cc3c(cc2c1=O)OCO3)N1CCN(c2ccc(Cl)cc2)CC1,-0.86,-0.5,-100
O=C(c1ccc(S(=O)(=O)N2CCCC2)cc1)N1CCN(Cc2ccc3c(c2)OCO3)CC1,0.8,0.57,-279
COCCNC(=O)C1CC(c2cccc([N+](=O)[O-])c2)=NO1 (configuration not stated),0.19,-0.03,x
CCC(CC)c1nnc(NC(=O)c2ccc3ccccc3n2)s1,-1.2,-0.72,9
CN1CCN(c2ccc(S(=O)(=O)Nc3ccccc3)cc2[N+](=O)[O-])CC1,1.4,1.5,x
Cc1nc(=O)c(-c2ccccc2)c(C)n1-c1cccc(C(=O)O)c1,0.55,0.37,x
CC(=O)N1CCN(S(=O)(=O)c2ccc(S(=O)(=O)NCC(C)C)cc2)CC1,1,0.01,16
O=C(C(=O)N1CCc2ccccc2C1)c1cn(CC(=O)N2CCCCC2)c2ccccc12,0.2,-0.34,6
CC1=C(C(=O)OC2CCCCCCC2)C(c2cc3c(cc2Br)OCO3)CC(=O)N1 (configuration not stated),-1.2,-0.38,36
COc1ccc(-n2c(=O)cc(N3CCOCC3)[nH]c2=O)cc1,-0.4,-0.83,-7
CCN(CC)CC(=O)Nc1ccc(/C(C)=N/NC2=NCCN2)cc1,x,x,36
Cc1ccc2nc(CCc3nc4ccc(C)cc4o3)oc2c1,-0.56,0.35,-55
CCCc1nn2c(=O)c(C(c3cccc(Cl)c3)c3c(O)nc4sc(CCC)nn4c3=O)c(O)nc2s1,0.17,0.18,-3
CSc1nc2ccc(NC(=O)c3ccc(F)c(F)c3)cc2s1,x,x,-30
COc1ccc(/C(C)=N/OCC(=O)Nc2nc3ccccc3s2)cc1OC,-0.42,0.02,-43
Cc1cc(N)n(-c2ccc(S(=O)(=O)c3ccc(C(C)C)cc3)cc2)n1,x,x,-33
Cc1ccc(C(=O)Nc2ccccc2C(=O)O)cc1S(=O)(=O)NCc1ccccc1,x,x,-19
CCS(=O)(=O)Nc1ccc(-c2nnc(SCC(=O)OC)o2)cc1,1.3,1.8,-3
Nc1cc(OC(=O)c2ccco2)nn1S(=O)(=O)c1ccc(F)cc1,0.73,0.38,x
CCOc1nnnc2c1sc1nc(N3CCOCC3)c3c(c12)CC(C)(C)OC3,x,x,-268
O=C(NNC(=O)C1CC(c2cccs2)=NO1)NC1CCCCC1 (configuration not stated),x,x,-107
COc1cccc(/C=N/NC(=O)c2ccc([N+](=O)[O-])cc2Cl)c1O,-0.35,-0.75,-33
COc1cccc(C2CC(=O)NC3=C2C(=O)CCC3)c1 (configuration not stated),0.14,-0.63,-67
Cc1ccc(/C=C2/NC(=O)N(Cc3ccccc3F)C2=O)s1,x,x,-183
CCCCNC(=O)OCC(CC)NC(=O)OCC(C)C (configuration not stated),0.53,0.77,-44
Cc1onc(-c2c(F)cccc2Cl)c1C(=O)NCc1ccccn1,0.76,0.11,x
CCn1nc(C(=O)OCC(=O)N2c3ccccc3CC2C)c2ccccc2c1=O (configuration not stated),-0.32,-0.5,x
Cc1cc(CN2C(=O)c3ccccc3C2=O)on1,0.18,-0.51,37
O=C(CCNS(=O)(=O)c1cccc2nsnc12)NCc1ccc(F)cc1,x,x,-36
C=CCn1c(CCNC(=O)c2cccs2)nnc1SCC(=O)c1cccc([N+](=O)[O-])c1,-0.23,-1,-11
CCC1=Nc2cc(C(=O)NCCCOC)ccc2Sc2ccccc21,-0.11,-0.07,-94
CC(C)c1nc2sc3c(=O)[nH]c(=S)[nH]c3c2c2c1CCC2,-0.81,-1,-6
O=C1c2ccccc2C(=O)N1n1c(=O)[nH]c2ccccc2c1=O,0.27,0.15,6
O=C(CN1CCN(S(=O)(=O)c2ccc(Cl)cc2)CC1)Nc1ccc(F)cc1F,-1.4,-1,-13
COc1ccc(N(C(=O)Cc2cccs2)C(C(=O)NC2CCCCC2)c2cccn2C)cc1 (configuration not stated),0,1.4,-25
Nc1cc(=O)[nH]c(=S)n1-c1cccc(C(F)(F)F)c1,2.2,2.4,60*
COCc1[nH]nc2c1C(c1ccnc3ccccc13)C(C#N)=C(N)O2 (configuration not stated),-0.11,-0.07,x
Cc1ccc(-c2nnc(CCC(=O)N(C)Cc3nccs3)o2)s1,x,x,60
Cc1ccc(NC(=O)CSc2ncn[nH]2)cc1S(=O)(=O)N1CCOCC1,x,x,45
COc1cc(/C=N/Nc2ccc([N+](=O)[O-])cc2S(=O)(=O)N2CCOCC2)cc(OC)c1OC,0.14,0.02,-64
Cn1c(SCc2ccccc2F)nc2cccnc21,-1.1,-1.1,3
CN=C1S/C(=C\c2cccn2-c2cccc(Br)c2)C(=O)N1C,x,x,-38
O=C1ON=C(c2ccccc2)/C1=C/c1ccc(-c2ccccc2[N+](=O)[O-])o1,-1.2,-1.1,21
O=C(c1cccc(S(=O)(=O)N2CCCCC2)c1)N1CCCCC1,0.36,0.41,19
N#Cc1ccccc1CSc1ccc(-c2nc3ccccc3[nH]2)cn1,-1.9,-1.1,3
CSC(=S)N/N=C/c1c[nH]c2ccccc12,-0.6,-0.45,x
C#CCOCCOCCOCCNc1nc(N2CCN(C(=O)[C@H](C)n3cc(CCCN=C(N)N)nn3)CC2)nc(N2CCN(C(=O)[C@H](C)n3cc(CCCN=C(N)N)nn3)CC2)n1,0.2,-0.16,41
Cc1onc(-c2ccccc2Cl)c1C(=O)NCCn1ccc2ccccc21,-1.2,-0.71,-27
COC(=O)c1cn(NC(=O)/C=C/c2ccc(OC)c(OC)c2)c(=O)c2ccccc12,-0.16,0.92,x
CCc1ccc(C(=O)CSc2n[nH]c(C)n2)cc1,0.26,-0.29,x
CCOC(=O)c1c(NC(=O)CSc2nnc(-c3ccccc3C)n2C)sc(C(C)=O)c1C,-0.1,-0.06,x
C=CCSc1nnc(CSc2nc3sc4c(c3c(=O)[nH]2)CCCC4)n1-c1ccccc1,-0.04,-0.26,x
Cn1c(N2CCCCC2)nc2c1c(=O)[nH]c(=O)n2C,-0.01,0.52,x
# Remaining list, next part:
SMILES,sdo1 growth,sdo1 growth Rescue 24 h,Insulin prom inh
Cc1ccc2nc(SCC(=O)NCc3cccs3)c(C#N)cc2c1,0.27,1.1,x
COc1ccc(C(=O)Nc2n[nH]c(-c3ccncc3)n2)cc1,0.89,0.75,x
COc1ccc(C(C)(C)C)cc1NC(=O)COC(=O)c1ncc(Cl)c(Cl)c1Cl,-0.53,-1.2,26
COc1ccccc1N(CC(=O)NCC1CCCO1)C(=O)CNS(=O)(=O)c1ccc(C)cc1 (configuration not stated),0.59,0.73,-43
CC(C)(C)c1csc(NC(=O)c2ccc3nccnc3c2)n1,-0.36,-0.08,-24

# Not a hit list; any-hit rate near 0.92%.
